# Screens deposited in PubChem by National Center for Advancing Translational Sciences (NCATS).
# Luciferase inh: Photinus pyralis luciferase inhibition. purified P. pyralis luciferase, luminescence, biochemical. Potency, µM (titrated, usually from 115 µM), for inactives: at the top dose activity change, negative = inhibition, most hits filed as inhibitors. 2.5% of 76,000 active; further: potency means the concentration at half of the fitted maximal effect; nearly all actives have a fitted effect of over 65% in size
# Target sequence (P08659 whole entry, looked up): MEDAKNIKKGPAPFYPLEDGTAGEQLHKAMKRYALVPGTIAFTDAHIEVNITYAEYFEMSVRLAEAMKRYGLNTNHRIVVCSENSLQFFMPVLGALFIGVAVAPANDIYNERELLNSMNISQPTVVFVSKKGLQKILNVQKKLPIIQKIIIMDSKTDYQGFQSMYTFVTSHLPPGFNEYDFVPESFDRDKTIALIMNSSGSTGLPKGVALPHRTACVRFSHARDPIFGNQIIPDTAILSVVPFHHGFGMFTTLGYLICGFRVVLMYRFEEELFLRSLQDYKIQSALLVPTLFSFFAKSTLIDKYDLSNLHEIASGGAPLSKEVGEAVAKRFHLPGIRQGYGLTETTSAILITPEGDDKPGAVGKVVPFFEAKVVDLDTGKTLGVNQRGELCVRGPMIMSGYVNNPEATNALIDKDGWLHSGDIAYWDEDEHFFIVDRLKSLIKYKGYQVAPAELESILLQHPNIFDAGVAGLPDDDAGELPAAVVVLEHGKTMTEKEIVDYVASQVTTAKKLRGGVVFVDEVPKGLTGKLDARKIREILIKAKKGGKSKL
#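 Luminescence read by CCD imaging after purified firefly luciferase (10nM final) was added to substrate buffer holding 10uM D-luciferin and 10uM ATP, pH 7.5, pre-dosed with compound.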
# IP6K1 inhibitor: inhibitors of human IP6K1; Q92551; IP6K1 kinase, ADP-Glo luminescence, 2 h; stronger effect = lower value; activity change, % (series mostly up to about 58 µM); 0.81% of 140,000 active; AID 1645851; in the data active means activity change below about -25%
#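 ADP-Glo luminescence measures ADP made by human IP6K1 during a 2 h RT reaction with ATP/IP6 (mix at 1.3 mM/130 uM); top library doses 57.5 and 19.1 uM final.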
# GPT2 inhibitor: inhibitors of human GPT2 alanine aminotransferase | Potency, µM (doses to about 57.7 µM), inactives show at the top dose activity change, negative = inhibition, hits mostly inhibitors | Recombinant GPT2, coupled pyruvate oxidase/HRP Amplex Red fluorescence | AID 1671188 | Q8TD30 | 0.25% of 100,000 active; further: potency means the concentration at half of the fitted maximal effect; nearly all actives have a fitted effect of over 60% in size; many of its hits are not listed in these tables
# Target sequence (Q8TD30 whole entry, looked up): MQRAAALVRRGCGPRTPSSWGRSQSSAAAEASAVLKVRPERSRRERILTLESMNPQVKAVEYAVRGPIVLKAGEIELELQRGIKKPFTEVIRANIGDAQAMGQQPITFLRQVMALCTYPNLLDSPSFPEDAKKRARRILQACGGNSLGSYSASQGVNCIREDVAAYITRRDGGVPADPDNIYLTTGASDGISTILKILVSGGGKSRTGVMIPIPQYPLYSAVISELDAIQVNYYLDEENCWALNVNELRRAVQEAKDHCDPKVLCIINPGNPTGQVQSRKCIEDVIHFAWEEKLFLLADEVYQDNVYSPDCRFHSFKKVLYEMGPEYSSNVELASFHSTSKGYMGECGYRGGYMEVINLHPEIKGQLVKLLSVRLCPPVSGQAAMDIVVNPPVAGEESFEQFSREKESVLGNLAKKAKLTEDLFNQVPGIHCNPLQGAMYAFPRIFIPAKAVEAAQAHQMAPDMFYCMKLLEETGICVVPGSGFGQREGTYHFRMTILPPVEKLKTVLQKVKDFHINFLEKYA
#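 Inhibition is scored from Amplex Red fluorescence generated when pyruvate oxidase and HRP act on pyruvate released by GPT2. Reactions contain 10ng/uL enzyme, 250uM a-KG and 2mM L-alanine and run 30 min at room temperature.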
# SNCA viab count: counter-screen for SNCA expression inhibitors: cell viability; 0.12% of 150,000 active; AID 1671193; HEK-293-SNCA-luc viability, GF-AFC fluorescence, 24 h; Potency, µM (series often up to 57.1 µM), for the others: top-dose activity change, negative = cytotoxicity, usual class: cytotoxic;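 further: potency means the concentration at half of the fitted maximal effect; 0% = DMSO-treated cells and -100% = medium-only wells without cells; nearly all actives have a fitted effect of over 30% in size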
#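 Cytotoxicity counterscreen: after 24 h compound treatment of genome-edited SNCA-luciferase HEK-293 cells, live-cell protease substrate GF-AFC read by fluorescence after 30 min; activity scaled between DMSO (0%) and medium-only (-100%), curves Hill-fitted.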
# HEK293 tox: cytotoxic compounds in HEK 293 cells; HEK 293 viability, ATP luminescence (CellTiter-Glo), 48-72 h; AID 1345083; Potency, µM (top dose mostly 115 µM), without a hit: at the highest dose activity change, negative = cytotoxicity, actives largely listed as inhibitors; 6.6% of 94,000 active; further: potency means the concentration at half of the fitted maximal effect; nearly all actives have a fitted effect of over 60% in size
#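 HEK 293 cells seeded at 250 cells/well were exposed to compound for 48 or 72 hr at 37 degree Celsius. Viability taken as ATP content by CellTiter-Glo luminescence.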
# 3T3 cytotox: NIH 3T3 cell cytotoxicity; NIH 3T3 viability, CellTiter-Glo ATP luminescence, 48-72 h; Potency, µM (doses to about 96.7 µM), for inactives: at the highest dose activity change, negative = cytotoxicity, most hits filed as inhibitors; 4.3% of 94,000 active; AID 1345082; further: potency means the concentration at half of the fitted maximal effect; nearly all actives have a fitted effect of over 55% in size
#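 Mouse fibroblast NIH 3T3 cells, 400 per well, received compound via pintool and were incubated for 48 or 72 hr prior to CellTiter-Glo ATP luminescence measurement.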
# SNCA expr inhib: inhibitors of alpha-synuclein (SNCA) gene expression; HEK-293 SNCA-luciferase knock-in, luminescence, 24 h; Potency, µM (doses to about 57.2 µM), without a hit: top-dose activity change, negative = inhibition, most hits filed as inhibitors; 0.17% of 140,000 active; AID 1671194;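 further: potency means the concentration at half of the fitted maximal effect; plate controls were DMSO cells for no effect and cell-free wells for full effect; nearly all actives have a fitted effect of over 45% in size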
# * hit, by the source's call; i = inactive; u = inconclusive; x = no result given; [ ] = remark or other dose. Unless noted, the call rests on the fitted dose curve; in most records, active means well fitted curve in the direction sought with a large enough effect; inconclusive means small, poorly fitted or top-dose-only effect, or another doubt; inactive means no such curve, though single readings can be large; an effect the other way counts as inactive or inconclusive. Unless noted, on the % scale 0 is the no-effect control and ±100 the full control effect. A portion of the library (hit frequency here may not be typical).
no.	smiles	Luciferase inh	IP6K1 inhibitor	GPT2 inhibitor	SNCA viab count	HEK293 tox	3T3 cytotox	SNCA expr inhib
1	COc1cccc(Cn2c(=O)n(-c3ccccc3C)c(=O)c3c2c2cc(C)ccc2n3C)c1	x	20	x	-16%	x	x	18%
2	CN1CCN(S(=O)(=O)c2cc(Br)cc(C(=O)O)c2)CC1	2%	15	u	-2%	-5%	-9%	1%
3	COC(=O)CN1C(C(=O)c2ccccc2)=C(OC(=O)c2ccc(F)cc2)c2ccccc2S1(=O)=O	x	-6	x	u	x	x	-13%
4	CN1C(=O)c2cccn2CC1CNC(=O)c1cc(-c2ccc(F)cc2)n[nH]1 (stereo unspecified)	0%	0	i	7%	-2%	-8%	8%
5	CCOc1ccccc1NC(=O)CN1C(=O)CC(c2ccc(C)c(C)c2)=Nc2ccccc21	x	-7	x	2%	x	x	236%[activator]
6	O=C(CSc1ncc(-c2ccccc2)[nH]1)Nc1ccccc1	x	-12	x	11%	x	x	35%[activator]
7	Cn1c(=O)c2c(nc(NCCc3ccccc3)n2Cc2ccc(Cl)c(Cl)c2)n(C)c1=O	x	14	x	-7%	x	x	19%
8	COc1ccc(OC)c(CCNc2nc3ccccc3c3nc(-c4cccnc4)nn23)c1	x	-23	x	0%	x	x	u

# Compounds above that have a carbonyl joined to an NH by a bond outside any ring (3):
no.	smiles	Luciferase inh	IP6K1 inhibitor	GPT2 inhibitor	SNCA viab count	HEK293 tox	3T3 cytotox	SNCA expr inhib
4	CN1C(=O)c2cccn2CC1CNC(=O)c1cc(-c2ccc(F)cc2)n[nH]1 (stereo unspecified)	0%	0	i	7%	-2%	-8%	8%
5	CCOc1ccccc1NC(=O)CN1C(=O)CC(c2ccc(C)c(C)c2)=Nc2ccccc21	x	-7	x	2%	x	x	236%[activator]
6	O=C(CSc1ncc(-c2ccccc2)[nH]1)Nc1ccccc1	x	-12	x	11%	x	x	35%[activator]

# Later entries.
no.	smiles	Luciferase inh	IP6K1 inhibitor	GPT2 inhibitor	SNCA viab count	HEK293 tox	3T3 cytotox	SNCA expr inhib
9	CCCCCOc1ccc(/C=C/C(=O)Nc2sc(C(C)=O)c(C)c2C(=O)OCC)cc1OC	x	-18	x	-3%	x	x	1%
10	O=S(=O)(c1ccc(Br)cc1)c1nc(-c2cccs2)oc1SCc1ccccc1F	x	-3	x	11%	x	x	11%
11	C[C@@H]1[C@H](O)[C@@H](C)C=CC=CC=CC=CC=CC=CC=C[C@H](O[C@@H]2O[C@H](C)[C@H](O)[C@H](N)[C@@H]2O)C[C@@H]2O[C@](O)(C[C@@H](O)C[C@@H](O)[C@H](O)CC[C@@H](O)C[C@@H](O)CC(=O)O[C@H]1C)C[C@H](O)[C@@H]2C(=O)O	x	x	-1%	4%	x	x	-4%
12	CC(CCc1ccccc1)NC(=O)c1ccc(CN2C(=O)NC3(CCOCC3)C2=O)cc1 (stereo unspecified)	-8%	3	i	18%	-5%	-6%	-16%
13	COc1cccc2c1Oc1ncccc1N(C(=O)Nc1cccc(Cl)c1)C2	x	-13	x	-8%	x	x	26%
14	CCOC(=O)C1CCN(C(c2ccc(F)cc2)c2sc3nc(-c4ccco4)nn3c2O)CC1 (stereo unspecified)	x	-15	x	-21%	x	x	3%
15	CCN(C)C(=O)CCc1c(C)nn(-c2cccc(C)c2)c1Oc1ccccc1	4%	15	-21%	-14%	40µM*	35µM*	-4%
16	O=C(NC1C[C@H]2CC[C@@H](C1)N2S(=O)(=O)c1ccc2c(c1)OCCO2)c1ccc(F)cc1 (stereo partly specified)	-3%	-4	i	-24%	-21%	-10%	10%
17	CS(=O)(=O)N1CCC(CC(=O)Nc2cccc(F)c2)C1 (stereo unspecified)	-13%	-19	i	20%[12.5 µM]	1%	-12%	2%
18	CN(C)Cc1cn(C[C@H]2C[C@@H](NC(=O)c3ccc4c(c3)OCO4)[C@H](O)[C@@H]2O)nn1	-14%	1	u	2%	-5%	-3%	-6%
19	CC(C)(C)C(=O)N1CCCC(C(=O)N2CCC(N3Cc4cccn4C3=O)CC2)C1 (stereo unspecified)	x	0	-3%	-4%	-18%	-17%	17%
20	Cc1cccc(CC(C)NC(=O)c2coc(COc3ccc4c(c3)OCO4)n2)n1 (stereo unspecified)	-5%	-2	-18%	-11%	u	-16%	-25%
21	CCc1ccc(NC(=O)CN(c2ccc(C)cc2)S(=O)(=O)c2c(C)nn(C)c2C)cc1	x	-17	x	-4%	x	x	-27%
22	COc1cccc(NC(=O)NC[C@H]2O[C@@H](CO)[C@@H](O)[C@H]2N2CCN(c3ccccc3OC)CC2)c1	0%	-1	3%	5%	0%	-4%	17%
23	Cc1noc2c(NCc3ccccc3)cc(-c3cccnc3)nc12	13%[172 µM]	-9	-3%[88.5 µM]	-8%[87.6 µM]	-21%[172 µM]	u	-26%[87.6 µM]
24	CNC(=O)[C@@H]1C[C@@H](O)CN1C1CCN(C(=O)Cn2c(=O)oc3ccccc32)CC1	-4%	0	1%	5%	1%	4%	12%
25	COc1ccc(OC)c(CN2CCC3OCCN(Cc4ccccc4)C(=O)C3C2)c1 (stereo unspecified)	-15%[172 µM]	-5	-20%[88.5 µM]	-7%[87.6 µM]	u	u	24%[87.6 µM]
26	CSCCC(NS(=O)(=O)c1ccc2c(c1)oc(=O)n2C)C(=O)N1CCN(c2cc(C)ccc2C)CC1 (stereo unspecified)	x	-18	x	-5%	x	x	24%
27	COc1ccc(OC)c(NC(=O)CS(=O)(=O)Cc2nc(-c3ccc(C)cc3)oc2C)c1	x	10	x	-3%	x	x	-22%
28	C=CC(=O)Nc1cccc(Nc2nc(Nc3ccc(NC4CN(CCF)C4)cc3OC)ncc2C(F)(F)F)c1	x	-6	8.9µM*	4.7µM*	x	x	x
29	CN1CCC(N2CCOC[C@H](OCC(=O)N(C)C)C2)CC1	1%[172 µM]	6	-10%[88.5 µM]	3%[87.6 µM]	i	-5%[174 µM]	-11%[87.6 µM]
30	N#Cc1cccc(C(=O)N2CCC3(CC2)NC(=O)N(Cc2ccc(F)cc2)C3=O)c1	-4%	-4	i	-5%	u	-22%	-20%
31	CC(=O)Nc1ccc(CNC2(Cc3cc(CN4CCN(c5ccccc5)CC4)on3)COC2)cc1	-6%	-3	i	6%	u	-4%	-17%
32	COc1ccc(C2Cn3nnc(-c4noc(-c5ccccc5OC)n4)c3CO2)cc1 (stereo unspecified)	0%	-3	i	21%	-19%	-30%	-30%
33	CN1CCN(Cc2nc(C3(O)CCN(C(=O)c4ccc(F)cc4)CC3)cs2)CC1	-12%[172 µM]	4	-1%[88.5 µM]	9%[87.6 µM]	-21%[172 µM]	-25%[174 µM]	-25%[87.6 µM]
34	CCO[C@H]1CN(C(=O)c2cccc(-c3cccc(F)c3)c2)C[C@@H]1O	-7%	-4	-9%	5%	u	u	-15%
35	Cc1cn2nc(C(=O)N3CCC(NC(=O)Cc4ccsc4)CC3)cc2c(=O)[nH]1	-27%	8	-2%	10%	-1%	-1%	-7%
36	COc1ccc(CNC(=O)c2cc3n(n2)CC(c2ccc4c(c2)OCO4)OC3)cc1 (stereo unspecified)	-17%	-4	i	6%	-23%	u	4%
37	O=C(N[C@H]1CO[C@H]2[C@@H]1OC[C@@H]2Nc1nccc(-c2cccs2)n1)C1CCCCC1	11%[172 µM]	-4	3%[88.5 µM]	-26%[87.6 µM]	u	u	u
38	CCN(CC)CCNC(=O)CN1C(=O)CSc2ccc(S(=O)(=O)N3CCOCC3)cc21	x	4	x	-8%	x	x	18%
39	O=C(NCCc1ccccc1)c1cc2sccc2n1Cc1ccc(F)cc1	x	-1	x	14%	x	x	-7%
40	CC(=O)c1ccc(N2C(=O)N(Cc3cc(C)ccc3C)c3ccccc3S2(=O)=O)cc1	x	8	x	-2%	x	x	-10%
41	CCc1nncn1C1CCN(C(=O)c2cc(C)cc(C)c2)CC1	4%	-11	-5%	11%	-5%	-16%	30%[activator]
42	O=C1N[C@H](CC(=O)N2CCC(Cc3ccccc3)CC2)C(=O)Nc2ccccc21	3%	2	i	3%	u	-21%	6%
43	COc1ccccc1CNC(=O)C1CCCN(Cc2cccnc2)CCC(=O)NCC1 (stereo unspecified)	3%	-5	-1%	-2%	-11%	-2%	-25%
44	CCC(=O)N1CCc2cc(Br)cc(S(=O)(=O)CCC(=O)NCc3cccc(OC)c3)c21	x	-15	x	-13%	x	x	10%
45	COc1cc(Cl)ccc1-c1ccc(COc2ccc3c(cnn3CCC(=O)O)c2)cc1	50µM*	-9	-5%[88.5 µM]	-5%[87.6 µM]	u	-17%[138 µM]	-7%[87.6 µM]
46	Cc1ccc(Cn2c(=O)n(Cc3nc(-c4ccccc4)no3)c(=O)c3cc4c(cc32)OCO4)cc1	x	-9	x	-1%	x	x	5%
47	Cn1cccc1C(=O)C(=O)N1CCC(O)(CN2CCOCC2)C(C)(C)C1 (stereo unspecified)	-6%	-14	i	-2%	2%	i	6%
48	CC(=O)N[C@H]1CCN(C(=O)C[C@@H]2[C@H](O)CCC3[C@](C)(CO)[C@H](OC(=O)Nc4cccc(F)c4)CC[C@]32C)C1 (stereo partly specified)	2%	-6	u	5%	-15%	-5%	9%
49	O=C(O)c1cccc(-c2ncccn2)c1	x	-20	-11%[88.5 µM]	4%[87.6 µM]	5%[230 µM]	3%[174 µM]	4%[87.6 µM]
50	NC(=O)c1ccc(-c2nc(-c3ccc4c(c3)OCCO4)c(-c3ccccn3)[nH]2)cc1	x	x	-12%	-5%	x	x	9%
51	CCOc1c2c(c(OCC)c3ccccc13)C(=O)N(c1ccc(CC(=O)NS(=O)(=O)c3ccccc3)cc1)C2	x	-10	i	6%	x	x	x
52	Cc1ccc(NC(=O)N2CCCC(Cn3c(C)nc4cccnc43)C2)cc1F (stereo unspecified)	2%	0	-9%	2%	u	u	4%
53	Cc1ccc(-c2nnc(Nc3cccc(C(F)(F)F)c3)c3ccccc23)cc1S(=O)(=O)N1CCOCC1	x	-4	x	-12%	x	x	-5%
54	N#Cc1cccc(CN2CC[C@H]3C(=O)NCCCCCCN(Cc4ccncc4)[C@@H]3C2)c1	-2%	8	i	-6%	i	-12%	-13%
55	COC[C@@H]1CN(C(=O)c2cc3ccc(OC)cc3[nH]2)C[C@H]1C(N)=O	2%	-2	i	7%	-3%	-7%	1%
56	Cc1cc(C(=O)N2CCC(N3C(=O)C4(CCCC4)C3c3ccccc3)CC2)nn1C (stereo unspecified)	3%	-4	4%	1%[12.5 µM]	-3%	i	13%
57	Cc1ccc(NC(=O)c2cc3n(n2)CC(c2ccc(Cl)cc2)OC3)cc1 (stereo unspecified)	-3%	7	2%	1%	u	u	-21%
58	COc1ccccc1NC(=O)NCCN1CCN(c2cccc(Cl)c2)CC1	x	3	x	-7%	x	x	-8%
